Polio RdRp inh – inhibitors of poliovirus RNA polymerase binding and polymerization. P03300. poliovirus polymerase elongation, fluorescence polarization; stronger effect = lower value. % elongation, % (compound at 16.7 µg/mL). 150,000 compounds, 0.66% hits; in the data active = % elongation below about 90%; also: some results filed as inactive read as strong as hits
Target sequence (P03300 1749-2209 limits assumed): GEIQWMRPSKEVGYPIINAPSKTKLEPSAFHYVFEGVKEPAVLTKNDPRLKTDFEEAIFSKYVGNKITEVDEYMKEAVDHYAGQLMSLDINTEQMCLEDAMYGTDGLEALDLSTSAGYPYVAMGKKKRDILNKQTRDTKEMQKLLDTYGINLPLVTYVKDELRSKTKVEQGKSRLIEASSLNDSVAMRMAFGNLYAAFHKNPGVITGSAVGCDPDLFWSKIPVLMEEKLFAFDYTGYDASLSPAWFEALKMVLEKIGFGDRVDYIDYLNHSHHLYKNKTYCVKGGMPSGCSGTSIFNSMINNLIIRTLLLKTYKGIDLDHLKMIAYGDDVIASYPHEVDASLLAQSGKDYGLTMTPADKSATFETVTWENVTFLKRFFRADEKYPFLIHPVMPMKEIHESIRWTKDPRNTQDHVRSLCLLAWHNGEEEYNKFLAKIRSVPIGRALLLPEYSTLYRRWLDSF
Polio RdRp inh FP z-score – also measured in Polio RdRp inh; calls as there; z-score; measured here: FP z-score; hits read low
* marks the source's active call; other numbers are inactive results; & = joins results of further samples. The list is partial, so the mix of outcomes need not match the whole.

Under each structure – Polio RdRp inh FP z-score, Polio RdRp inh
#1 Cc1ccc(CN(C(=O)COc2cccc([N+](=O)[O-])c2)c2ccccn2)o1
 : 0.3, 111
#2 Cc1ccc(/C(O)=C2\C(=O)C(=O)N(C)C2c2ccccc2)cc1 (configuration not stated)
 : 0, 104
#3 C[C@]12CC[C@@H]3c4ccc(O)cc4CC[C@H]3[C@@H]1CC[C@@H]2O
 : 0.1&0.3&0, 101&102&99
#4 CCCCc1nn2c(=O)cc(COC(=O)c3cccc(NC(=O)CCc4ccccc4)c3)nc2s1
 : 1.3, 111
#5 COc1ccc(-c2noc(N3CCC(C(N)=O)CC3)n2)cc1OC
 : -0.1, 102
#6 CC1=CC(=O)C(C(=O)/C=C/c2ccc(N3CCCCC3)cc2)C(=O)O1 (configuration not stated)
 : -11, 46
#7 O=C(COC(=O)c1ccccc1NCc1ccco1)c1ccc2[nH]c(=O)[nH]c2c1
 : -7.5*, 44*
#8 CCOC(=O)C1CCCN(Cc2ccc(CC)cc2)C1 (configuration not stated)
 : 0, 100
#9 COc1cccc(-c2nc(CN3CCC(=O)CC3)cs2)c1
 : 1.4, 114
#10 CC(=O)N1CCN(c2ncnc3nc[nH]c23)CC1
 : 0.9, 105
#11 O=C(Nc1ccccc1C(F)(F)F)c1ccc(F)c(S(=O)(=O)N2CCc3ccccc3C2)c1
 : -0.9, 104
#12 CCN1C(=C(C#N)C#N)C=Cc2cc(C)ccc21
 : 0.3, 102
#13 CC1(C)C=Cc2c(c3ccccc3[nH]c2=O)O1
 : 0.2, 101
#14 O=C(O)c1nccnc1C(=O)Nc1ccc(N2CCOCC2)cc1
 : -0.5, 101
#15 CC(C)NC(=O)c1ccccc1NS(=O)(=O)Cc1ccccc1
 : -0.8, 99
#16 CCOC(=O)C1C2C=CC3(CN(Cc4ccc(C)cc4)C(=O)C13)O2 (configuration not stated)
 : 0.8, 109
#17 Cc1nsc(N)c1C(=O)OCC(=O)Nc1ccc(F)cc1
 : 0.5, 107
#18 CCOC(=O)CNC(=O)N1CCCN(S(=O)(=O)c2ccc3c(ccn3CC)c2)CC1
 : 0.7, 109
#19 O=C(OCC(=O)N1CCOCC1)c1ccccc1Cc1ccccc1
 : 0, 106
#20 C=CCN1C(=O)C(C(=O)Nc2ccc(C)cc2)C2CC1(C)Oc1ccccc12 (configuration not stated)
 : -0.2, 100

(continued)
Under each structure – Polio RdRp inh FP z-score, Polio RdRp inh
#21 O=C(O)c1ccccc1SC1CCS(=O)(=O)C1 (configuration not stated)
 : 1, 109
#22 O=C(CCN1CCOCC1)NC=Nc1cccnc1
 : -0.6, 99
#23 COc1ccc(CN(C(=O)CSc2nnc(-c3ccc(OC)c(OC)c3)o2)c2ccc(F)cc2)cc1
 : -0.1, 102
#24 Cc1oc(-c2ccccc2Cl)nc1CSCC(=O)N1CCCC1
 : 0.3, 102
#25 CCOC(=O)c1cc(NC(=O)c2ccccc2)c(=O)n2c1oc1ccc(Cl)cc12
 : 0.2, 106
#26 Cc1cc(C)c2c(N)c(C3=NC(C)(C)Cc4ccccc43)sc2n1
 : 0.5, 107
#27 CC(=O)c1ccc(NC(=O)c2cc(-c3ccc(C)s3)nc3ccccc23)cc1
 : 0.2, 106
#28 COc1ccccc1OCCNC(=O)c1n[nH]c2ccccc12
 : 0.4, 111
#29 COc1ccc(CNC(=O)Cn2ccc3cc(S(=O)(=O)N4CCCCC4)ccc32)c(OC)c1
 : -0.9, 104
#30 O=C(COC(=O)c1ccc(Cl)nc1)c1cc2c3c(c1)CC(=O)N3CCC2
 : -0.3, 101
#31 O=C(CSc1ncc(S(=O)(=O)c2ccc(Br)cc2)c(=O)[nH]1)Nc1ccc2c(c1)OCCO2
 : -1.2, 101
#32 O=C(CNC(=O)c1ccc(F)cc1)OCc1cc(=O)n2nc(C3CC3)sc2n1
 : -0.6, 103
#33 Cc1ccc(NC(=O)c2sc3nc(SCC(=O)NCc4ccco4)n(N)c(=O)c3c2C)c(C)c1
 : 0.4, 102
#34 Cc1cc(C)cc(-n2c(C)nc3cc(C(=O)NCc4ccc(F)cc4)ccc32)c1
 : -0.9, 104
#35 CC1=C(C#N)C(c2ccc(C#Cc3ccccc3)s2)C2=C(CCCC2=O)N1 (configuration not stated)
 : -0.1, 101
#36 N#C/C(=C\c1cn(Cc2ccccc2)c2ccccc12)C(=O)Nc1ccccc1O
 : -0.6, 97
#37 O=c1c(-c2nc(-c3ccc(Cl)cc3)no2)cnc2n1CCS2
 : -0.3, 101
#38 CSc1ncc(Cl)c(C(=O)Nc2sc3c(c2C(=O)NCc2ccco2)CCCC3)n1
 : 0.1, 102
#39 CN(C)c1ccc(/C=C2\SC(=O)N(Cc3ccccc3)C2=O)cc1
 : 0.2, 103
#40 Cc1ccc(C(=O)c2cn(Cc3ccccc3)c3cc4c(cc3c2=O)OCCO4)cc1
 : 0.3, 108

The listing continues.
Under each structure – Polio RdRp inh FP z-score, Polio RdRp inh
#41 CC(=O)Nc1nn2c(-c3ccco3)nnc2s1
 : -0.9, 99
#42 O=C(CSc1cccc[n+]1[O-])N1CCc2ccccc21
 : -0.5, 100
#43 COc1cccc(CNC(=O)CN2C(=O)N(c3cccc(Cl)c3)S(=O)(=O)c3ccccc32)c1OC
 : 0.2, 108
#44 O=C1S/C(=C\c2ccccc2)C(=O)N1CCN1C(=O)S/C(=C\c2ccco2)C1=O
 : 0.5, 110
#45 Cc1cc(C)nc(NS(=O)(=O)c2ccc(NC(=O)C3(c4ccccc4)CCOCC3)cc2)n1
 : 0, 101
#46 CCCN1CCN(C(=O)c2cccc3c2C(=O)N(CCOC)C3)CC1
 : 0.8, 102
#47 CC1(C)CC2(CC(C)(C)N1)OC(=O)N(Cc1ccccn1)C2(C)O (configuration not stated)
 : 0.1, 103
#48 CCOc1ccc(NC(=O)CSc2ncc(S(=O)(=O)c3ccc(F)c(C)c3)c(=O)[nH]2)cc1
 : -1.8, 98
#49 CC1CCCCN1C(=O)c1cc(=O)c2ccccc2o1 (configuration not stated)
 : 0.2, 104
#50 O=C(NCc1ccco1)C1CCN(c2nc3ccccc3n2Cc2ccccc2F)CC1
 : -1.2, 99
#51 COC(=O)CN1C(=O)COc2ccc(Cl)cc21
 : 0.2, 101
#52 Cc1c(Cl)cccc1NC(=O)CCN1C(=O)c2ccccc2Sc2ncccc21
 : -0.3, 105
#53 Cc1ccc(-c2nn(C(C)(C)C)c3ncnc(N)c23)cc1
 : 0&0.1, 100&99
#54 Cc1ccc(C)c(NC(=O)Cn2cc(S(=O)(=O)c3ccc(F)cc3)c(=O)c3cc(F)ccc32)c1
 : 1.4, 113
#55 Cc1cc(C)cc(-n2ccn3cnnc3c2=O)c1
 : 0.7, 108
#56 COc1ccc(Nc2c3c(nc4nncn24)CCC3)cc1Cl
 : 2.2, 117
#57 CCN(Cc1ccccc1)C(=O)c1oc(=O)c2ccccc2c1-c1ccc(C)cc1
 : 1, 104
#58 CCOc1cc(CNC(=O)C2CCN(c3nc4ccccc4[nH]3)CC2)cc(OCC)c1OCC
 : -1.5, 101
#59 CCNC(=O)C1CCCc2c1[nH]c1ccc(Cl)cc21 (configuration not stated)
 : 0.8, 105
#60 CCOC(=O)Nc1oc2ccccc2c(=O)c1CN1CCOCC1
 : 0.3, 103

(more compounds)
Under each structure – Polio RdRp inh FP z-score, Polio RdRp inh
#61 COC(=O)CSc1nc(-c2ccccc2)nc2c1Cc1cc(Br)ccc1O2
 : 0.7, 104
#62 O=C(CN1C(=O)CCC1=O)Nc1nc2ccccc2s1
 : 0, 100
#63 CC(C)c1ccc(NC(=O)c2ccc3c(c2)CCCN3S(C)(=O)=O)cc1
 : -1.5, 100
#64 O=C(O)C(O)(c1ccc(Br)cc1)c1ccc(Br)cc1
 : 0.7, 105
#65 Cc1ccc(-n2ncc3c(=S)nc[nH]c32)cc1
 : 0.1, 102
#66 O=C(CN1CCSc2ccccc21)Nc1ccc2c(c1)OCCO2
 : -0.3, 108
#67 CC(C)n1nc(C(=O)OCc2cc(=O)n3c4c(sc3n2)CCCC4)c2ccccc2c1=O
 : 0, 102
#68 CC1CCC2C(C)C(=O)OC3OC4(C)CCC1C32OO4 (configuration not stated)
 : -0.1, 99
#69 COC(=O)C(NC(=O)Nc1ccccc1)C(C)C (configuration not stated)
 : -0.1, 102
#70 Cc1nc(/C(N)=N/O)c(C(F)(F)F)o1
 : -0.4, 100
#71 O=C(NCCC1=CCCCC1)c1ccc(Cl)cc1
 : 0.6, 110
#72 N#Cc1cn(CC(=O)Nc2ccc(Br)cc2)c2ccccc12
 : 0.5, 102
#73 Cc1nc(SC(C)C(=O)NC2CC2)n(C2CCCC2)c1C (configuration not stated)
 : 0.1, 103
#74 O=C1C2C(C(=O)N1CCO)C1C=CC2C12CC2 (configuration not stated)
 : 0.7, 105
#75 c1ccc2c(c1)nc(N1CCOCC1)c1ccccc12
 : 1.3, 106
#76 COc1ccc(C(CNC(=O)c2cccc([N+](=O)[O-])c2)N2CCOCC2)cc1 (configuration not stated)
 : 0.4, 107
#77 CN(C)c1nc2ncnc(N)c2[nH]1
 : -0.2, 102
#78 COc1ccc(Cn2c(CCC(=O)NCc3cccc(Cl)c3)nc3cccnc32)cc1
 : 0.3, 107
#79 Cc1ccc(COc2ccc3c(c2)OCO3)cc1
 : 0.5, 107
#80 CCc1nc2ccccc2n1CCCCOc1ccc(C)cc1
 : -0.3, 105

New compounds follow:
Under each structure – Polio RdRp inh FP z-score, Polio RdRp inh
#81 O=C(CN1CCCC1)Nc1ccc(F)cc1
 : -0.9, 100
#82 Cc1c2cnn(-c3ccccc3)c(=O)c2c(C)n1CC(=O)NCCc1ccc(Cl)cc1
 : 0.3, 108
#83 CC1CCN(Cn2nc(-c3ccc(F)cc3)oc2=O)CC1
 : 0, 102
#84 Nc1nn2cc(-c3ccccc3)nc2s1
 : 0.2, 103
#85 O=C(Cn1c(=O)sc2ccccc21)Nc1nc2c(s1)CCCC2
 : -0.4, 100
#86 CCOC(=O)c1cnc2cc(F)c(F)cc2c1Nc1ccccc1O
 : -0.3, 102
#87 CCOC(=O)c1nc(Nc2ccc(C(=O)OCC(C)C)cc2)c2ccccc2n1
 : -0.4, 103
#88 CCOC(=O)c1csc(-c2sccc2COc2ccccc2)n1
 : 0.4, 103
#89 CCCc1cc2c(=O)c(-c3csc(C)n3)coc2cc1O
 : 0.3, 109
#90 Cc1ccc(-c2c(CN3CCN(c4cccc(C)c4)C(C)C3)csc2C)cc1 (configuration not stated)
 : -1.8, 98
#91 O=C(Nc1ccccc1)c1cn(-c2ccccc2)nc1-c1ccccc1
 : 0.1, 110
#92 CC1=C(c2ccc(C)c(C)c2)S(=O)(=O)N=C1N1CCC(C(=O)NCCc2ccco2)CC1
 : 0.1, 107
#93 O=C1NS(=O)(=O)c2ccccc2S(=O)(=O)c2ccccc21
 : -0.1, 100
#94 CCN(CC)C(=O)c1sc2c(c1C)c(=O)n(-c1ccc(C)c(C)c1)c(=O)n2CC(=O)Nc1ccc(F)cc1
 : -0.9, 102
#95 C=CCn1c(=S)[nH]c2ccccc21
 : -0.2, 99
#96 COC(=O)c1cc(OC)c(OC)cc1NC(=O)CC1CCCCC1
 : -0.1, 100
#97 O=C(O)c1ccccc1NCn1nnc2ccccc21
 : 0.1, 106
#98 O=C(NCCNc1ccc2ccccc2c1)c1cccn2c(=O)c3sccc3nc12
 : 0.9, 103
#99 Cc1ccnc(NCn2cnc3ccccc32)c1
 : -0.2, 98
#100 O=C1c2ccccc2C(=O)N1c1nccc(Br)c1Br
 : -0.6, 98
#101 O=C1CCc2cc(C(=O)CSc3nnnn3C3CCCC3)ccc2N1
 : -0.3, 100
#102 O=S(=O)(c1ccc(F)cc1F)n1nccc1-c1ccc(-c2ccc(F)cc2F)o1
 : -0.1, 103
